HIV RNase H inh: inhibitors of HIV-1 reverse transcriptase RNase H | P04585 | RT-RNase H RNA/DNA duplex cleavage, fluorescence | inhibition, % at 10 µM | actives 1.9% (n = 65,000); in the data active = inhibition above about 50%
RmlCD inh mix: RmlC/RmlD inhibition, mixture screen | inhibition, % at 5.5 µM | actives 0.39% (n = 110,000) | RmlC/RmlD coupled enzyme inhibition, 384-well mixture HTS | AID 1532; in the data active = inhibition above about 30%, passing the limit was not always enough; also: strong numbers were not always called active
* = called active by the depositor; / = not tested or not shown. An excerpt, so the mix of outcomes need not match the whole.

Results follow in this order: HIV RNase H inh, RmlCD inh mix
> COc1ccc(OC)c(-n2nnnc2SCC(=O)O)c1
→ /, -0.6
> Cc1ccc(OCC(=O)N2CCN(c3nnc(-c4ccccc4)c4ccccc34)CC2)cc1
→ /, 5.6
> CCOc1ccc(NS(=O)(=O)c2ccc3[nH]cc(C(=O)N(CC)CC)c(=O)c3c2)cc1
→ -20.3, /
> CCOC(=O)c1[nH]c2ccccc2c1NC(=O)c1ccc(Br)o1
→ /, 13.6
> O=C(c1ccc(-c2nnc(Nc3ccccc3)c3ccccc23)cc1)N1C[C@H]2C[C@H](C1)c1cccc(=O)n1C2
→ /, -7.5
> CCCCCCCCN1[C@@H](CC(=O)OC)c2cc(F)ccc2S1(=O)=O
→ /, -5.8
> CN(C)/C=C(\C#N)c1nc2ccccc2[nH]1
→ -6.0, -186.2
> CCn1c(SCc2ccccc2)nnc1-c1cccs1
→ -26.4, 10.6
> CCOc1cc(CNCCc2ccc(S(N)(=O)=O)cc2)ccc1OCC(=O)NC1CCCCC1
→ /, -16.1
> O=C(Nc1nnc(COc2ccc(Cl)cc2)s1)c1ccc([N+](=O)[O-])cc1
→ /, -6.3
> O=C(NCCCN1CCCC1=O)c1ccccc1NS(=O)(=O)c1ccc(F)cc1
→ -8.5, -9.1
> Cc1ccc(CSc2nnc(-c3ccc(S(=O)(=O)N4CCCC4)cc3)o2)cc1
→ 10.1, -9.3
> O=C(OCn1nnc2ccccc2c1=O)c1cccs1
→ -49.4, -8.7
> O=C(C=C1CCN(c2ncc(C(F)(F)F)cc2Cl)CC1)NNC(=O)Nc1ccc(Cl)cc1
→ /, 6.1
> Nc1ccc(CNC(=O)OCC2c3ccccc3-c3ccccc32)cc1
→ /, 8.5
> O=C(CN(Cc1ccccc1F)S(=O)(=O)c1ccc(Cl)cc1)NCCC1=CCCCC1
→ /, 5.5
> COc1ccc(S(=O)(=O)N2CCCCC2)cc1Br
→ -53.2, 1.1
> O=C(NCc1ccco1)C(Cc1ccccc1)N1C(=O)c2ccccc2C1=O (centres undefined)
→ -8.1, 10.8
> CCCCCc1nnc(NC(=O)CS(=O)(=O)Cc2ccccc2)s1
→ 7.9, 8.3
> c1ccc(-c2nnc3sc(CN4CCC5(CC4)OCCO5)cn23)cc1
→ -1.4, -7.0
> CCN(CC)C(=O)c1ccc(COc2ccccc2Cl)cc1
→ /, -13.8
> Clc1ccccc1-c1nnc(-c2ccccc2Cl)o1
→ /, -0.2
> CCn1c(CSc2nc3ccccc3[nH]2)n[nH]c1=S
→ 9.9, -10.4
> COC(=O)c1c(=O)n(O)c2ccc(OC)cc2[n+]1[O-]
→ -5.2, 4.0
> Cn1c(CSCc2ccc(Cl)c(Cl)c2)nnc1SCC(=O)Nc1nccs1
→ 1.5, -15.8
> COC(=O)C1=C(C)NC2=C(C(=O)CCC2)C1c1cn(Cc2ccc(Cl)cc2Cl)nc1-c1ccccc1 (centres undefined)
→ /, 3.0
> O=C1CC(C(=O)N2CCOCC2)C2(CCCCC2)O1 (centres undefined)
→ /, 4.2
> Cc1nc2ccccc2c2oc(C(=O)NCC3COc4ccccc4O3)cc12 (centres undefined)
→ -118.1, -9.9
> C=CCOc1ccccc1/C=c1\sc2nc(=O)c(C)nn2c1=O
→ 13.4, 4.8
> COC(=O)C1CCN(C(=O)Cc2ccc(OC)c(OC)c2)CC1
→ -3.1, -7.1
> Cc1nnc(SCC(=O)N2CCN(S(=O)(=O)c3ccccc3)CC2)[nH]c1=O
→ 0.3, 10.1
> Cc1ccc(-c2nc(CSCC(=O)NCCCN3CCOCC3)c(C)o2)cc1
→ 1.3, -9.3
> CCOc1cc(CN2CCSCC2)ccc1O
→ -2.0, -7.3
> CC(C)C(c1nnnn1Cc1ccc2c(c1)OCO2)N1CCN(c2ccccc2)CC1 (centres undefined)
→ -12.0, -14.0
> CNC(=O)C1CC(=O)N(Cc2ccc(OC)c(OC)c2)C(=Nc2ccc(OC)cc2)S1 (centres undefined)
→ /, -8.2
> N#C/C(=C/c1ccc(N2CCCCCC2)o1)c1ccc(Cl)cc1
→ /, 5.9
> Nc1nc2ccccc2n1CCOc1ccccc1Cl
→ -34.8, 7.5
> CC(NC(N)=O)C12CC3CC(CC(C3)C1)C2 (centres undefined)
→ -12.7, 10.1
> CC(=O)c1c(C)[nH]c(C(=O)Nc2ccc3c(c2)OCCO3)c1C
→ -5.3, -9.2
> CCSc1nnc(NC(=O)c2csc3c2CCCC3)s1
→ 62.5*, 6.1

Complete entries, quoted from the list. Screens in order: HIV RNase H inh, RmlCD inh mix
Results for `Cc1ccc(-c2nc(CSCC(=O)NCCCN3CCOCC3)c(C)o2)cc1` : 1.3, -9.3
Results for `CC(C)C(c1nnnn1Cc1ccc2c(c1)OCO2)N1CCN(c2ccccc2)CC1` (centres undefined) : -12.0, -14.0
Results for `Cc1nc2ccccc2c2oc(C(=O)NCC3COc4ccccc4O3)cc12` (centres undefined) : -118.1, -9.9
Results for `CCOc1cc(CN2CCSCC2)ccc1O` : -2.0, -7.3

Further records
Results follow in this order: HIV RNase H inh, RmlCD inh mix
> CCCCCNC(=O)C(C)Sc1ccc(Cl)cc1 (centres undefined)
→ /, -8.2
> Cc1ccc(-c2cccc(NC(=O)C3C(C(=O)O)[C@@H]4C=C[C@H]3C4)c2)o1 (some centres undefined)
→ 10.6, /
> COc1cccc(/C=N/n2c(C)nc3ccccc32)c1OC
→ -23.8, 6.9
> CCOC(=O)NCc1ccc(CNC(=O)OCC)cc1
→ -2.1, 7.2
> CCCc1c(C)c2ccc(OCC(C)=O)cc2oc1=O
→ -16.8, 4.1
> Cc1cc(C)cc(N(CC(=O)NC2CCCCC2)C(=O)c2ccc(C)s2)c1
→ /, 14.2
> NC(=O)NC(Cc1ccccc1)c1ccccc1 (centres undefined)
→ -2.7, 67.0
> CCN1CCN(S(=O)(=O)c2ccc(Cl)nc2)CC1
→ /, 6.2
> COc1ccc(OC)c(NC(=O)c2nnn(Cc3ccccc3C)c2N)c1
→ -47.5, -0.1
> CC(=O)N(C)c1ccc(OCC(O)Cn2c3ccc(Cl)cc3c3cc(Cl)ccc32)cc1 (centres undefined)
→ /, -3.9
> CCn1nc(C)c(NC(=O)CCSc2nc(-c3ccco3)cc(C(F)(F)F)n2)c1C
→ /, 6.3
> CCCC(=O)Nc1c(-c2ccc(OC)cc2)c(=O)c2ccccc2n1C
→ /, 14.1
> CCOC(=O)c1c(CN2CCCCC2)oc2ccc(O)cc12
→ -10.3, 5.5
> COc1ccc(C(=O)CSc2nnc(-c3cc(C)cc(C)c3)o2)cc1
→ -7.4, 1.5
> CC(=O)Nc1ccc2c(c1)nc(CCNC(=O)c1ccccc1)n2C
→ -9.0, -7.0
> CCCCn1c(/N=C/c2cc(OC)ccc2O)nc2ccccc21
→ -14.1, 0.0
> Cc1cccc2cc(C#N)c(SCC(=O)NCC3CCCO3)nc12 (centres undefined)
→ /, -10.1
> O=C1CC(N2CC=C(c3ccccc3)CC2)C(=O)N1c1ccc(F)cc1 (centres undefined)
→ 22.8, 1.1
> CCn1cc2c(c1-c1cccc(C)c1)c(=O)n(C)c(=O)n2C
→ -16.4, -12.7
> C=CCN(CC=C)C(=O)c1ccccc1NC(=O)c1ccccc1C
→ /, -14.2
> COc1ccc(-n2nnc3c(SCC(=O)OCc4ccccc4)ncnc32)cc1
→ 4.7, -8.3
> COc1ccc(CCNS(=O)(=O)c2cccc(C)c2)cc1OC
→ /, 7.8
> Cc1cc(N2CCC(C)CC2)nc2cccc(O)c12
→ /, 43.5
> COc1ccc(CCNC(=O)CSc2nc(O)c(CC(C)C)c(=O)[nH]2)cc1OC
→ 10.6, 0.3
> COc1cccc2c(=O)cc(C)n(CC(=O)Nc3ccc(C)c(C)c3)c12
→ -8.5, /
> CCOn1c(=O)c(-c2ccc(OC)c(OC)c2)[n+]([O-])c2ccccc21
→ /, -14.9
> COc1ccc2[nH]c(C)cc(=O)c2c1
→ /, -9.6
> CCOC(=O)N1CCC(N2C(=O)c3ccccc3C2Nc2cc(C(=O)OC)cc(C(=O)OC)c2)CC1 (centres undefined)
→ -2.8, 12.5
> O=C1C(=O)N(CCCN2CCOCC2)C(c2ccccn2)/C1=C(\O)c1ccc2c(c1)OCCO2 (centres undefined)
→ -7.2, /
> COC(=O)Cc1cc(=O)n2[nH]c(C)cc2n1
→ /, 7.2
> Cc1occc1C(=O)N1CCN(Cc2ccccc2)CC1
→ -1.4, -8.7
> CC(C)=CCSc1nnc([C@@H](NC(=O)OC(C)(C)C)C(C)C)o1
→ 6.3, 7.0
> CC12CN3CN(C1)CC(c1ccccc1)(C3)C2=O
→ /, 2.8
> C=CCNS(=O)(=O)c1cccc2cc(C(=O)O)c(O)cc12
→ -4.6, -0.7
> O=S(=O)(c1ccc2c(c1)OCO2)N1CCN(c2nnnn2-c2ccccc2)CC1
→ -10.0, 10.6
> O=C(c1ccco1)c1n[nH]nc1-c1ccccc1
→ 3.9, -5.2
> CCN(CC)c1c(-c2ccccc2)c2cc(C)ccc2[nH]c1=O
→ -10.2, 0.7
> C=CCn1c(Cc2cccs2)nnc1SCC(=O)c1ccc2ccccc2c1
→ /, -9.4
> COc1cccc(CNC(=O)C2CCN(S(=O)(=O)N3CC(C)CC(C)C3)CC2)c1 (centres undefined)
→ -13.7, -9.0
> O=C(Nc1ccccc1)c1ccc(S(=O)(=O)N2CCCC2)cc1
→ 2.0, 7.8

Entries listed so far with a thiophene ring, fused or not:
Results follow in this order: HIV RNase H inh, RmlCD inh mix
> CCn1c(SCc2ccccc2)nnc1-c1cccs1
→ -26.4, 10.6
> O=C(OCn1nnc2ccccc2c1=O)c1cccs1
→ -49.4, -8.7
> CCSc1nnc(NC(=O)c2csc3c2CCCC3)s1
→ 62.5*, 6.1
> Cc1cc(C)cc(N(CC(=O)NC2CCCCC2)C(=O)c2ccc(C)s2)c1
→ /, 14.2
> C=CCn1c(Cc2cccs2)nnc1SCC(=O)c1ccc2ccccc2c1
→ /, -9.4

Next section.
Results follow in this order: HIV RNase H inh, RmlCD inh mix
> COc1cc(S(=O)(=O)Nc2ccccn2)ccc1F
→ /, -9.4
> COP(=O)(CC(=O)O)c1ccccc1 (centres undefined)
→ /, 8.3
> Cc1ccc(C)c(NC(=O)C2CC=CCC2C(=O)O)c1 (centres undefined)
→ 1.4, 3.6
> C=CCN(C1CCCCC1)S(=O)(=O)c1ccc2c(c1)oc(=O)n2C
→ -14.1, 2.3
> C[C@@H]1C(=O)O[C@@H]2[C@H](O)C34[C@@H]5OC(=O)C3(O[C@H]3OC(=O)[C@H](O)C34[C@H](C(C)(C)C)[C@H]5O)[C@@]12O (some centres undefined)
→ /, 8.9
> O=c1[nH]c2ccccc2o1
→ /, 5.1
> O=C(COc1ccc(Cl)cc1Br)N1CCN(c2ccccc2)CC1
→ -3.8, -7.5
> O=C(c1ccc(Cl)cc1)c1oc2ccccc2c1CS(=O)c1ccc(Cl)cc1 (centres undefined)
→ /, -5.5
> Cc1cccc(N(C)c2cc(C)nc3ncnn23)c1
→ -5.5, /
> O=C(c1ccccc1-c1nc(-c2ccccc2)no1)N1CCCC1
→ 5.5, -3.9
> O=C(CSc1nc(-c2ccc(F)cc2)cs1)NC(=O)NCc1ccco1
→ 10.5, 8.4
> Cc1ccccc1S(=O)(=O)NC1OC(=O)C(Cl)=C1Cl (centres undefined)
→ -4.5, -11.1
> COc1ccc(NC(=O)c2ccc(COc3ccccc3OC)o2)cc1OC
→ /, -9.7
> Cc1ccccc1C(=O)N/N=C/c1ccncc1
→ /, 6.4
> CC(C)CSc1nnc(N)s1
→ /, -34.8
> CC(=O)Nc1c(NCC(C)C)c2ccccc2oc1=O
→ /, 8.2
> Cc1cc(NC(=O)CCC(=O)N(CC(=O)NC2CCCC2)Cc2ccc(F)cc2)no1
→ 2.3, 67.7
> O=c1ccc(NS(=O)(=O)c2ccc(Cl)cc2)cn1Cc1ccc(Cl)c(Cl)c1
→ /, 0.0
> C=CCn1c(-c2ccccc2)nc2nc3ccccc3nc21
→ -17.2, -4.2
> COc1ccc(C(=O)NCC(=O)NCC2(N(C)C)CCCCC2)cc1OC
→ /, 6.2
> CCC(NC(=O)Nn1cnnc1)(C(F)(F)F)C(F)(F)F
→ 0.2, -43.8
> COC(=O)c1cc(COC(=O)c2cccnc2SC)oc1C
→ -70.4, 8.4
> Cc1csc(NC(=O)CCn2c(=O)oc3ccccc32)n1
→ -11.4, 5.4
> COc1ccc(CCNC(=O)C2CCN(S(=O)(=O)c3c(C)noc3C)CC2)cc1OC
→ -1.2, 6.1
> COc1ccccc1NC(=O)C1=C(C)Nc2nnnn2C1c1cc(Br)ccc1OC (centres undefined)
→ 8.6, -13.3
> COCCN1C(=O)N[C@@H](c2cccc(C(F)(F)F)c2)C(C(=O)OC)=C1C
→ /, -17.0
> Cc1c(CN(C)C)c2c(n1Cc1ccccc1)C(=O)c1ccc(Br)cc1-2
→ /, -1.4
> Cc1ccc(S(=O)(=O)NC(CC(C)C)C(=O)Nc2nccs2)cc1 (centres undefined)
→ /, -10.1
> Nc1ncnc2nc(SCCc3ccccc3)[nH]c12
→ -9.6, -6.2
> Cc1cccnc1Nc1nc(-c2ccccn2)cs1
→ /, -10.4
> COC(=O)CSc1ccc2nnc(-c3ccc(OC)c(OC)c3)n2n1
→ -23.0, -8.7
> Cc1cccc(N2CCN(C(=O)C3CCCCC3)CC2)c1C
→ -4.5, -5.6
> O=C(NCc1ccccc1C(F)(F)F)C1CC(c2ccccc2[N+](=O)[O-])=NO1 (centres undefined)
→ /, 5.7
> COC(C[C@@H](O)[C@H](C)[C@@H](O)COCc1ccccc1)OC
→ /, 2.0
> COc1cccc(NC(=O)c2oc3ccccc3c2NC(C)=O)c1
→ -3.7, -6.8
> CN(C)C(=O)Oc1ccc[n+](C)c1
→ -1.6, -19.1

High-throughput results as filed in PubChem.
